Screens (PubChem BioAssay)
Salmonella PhoP GFP: Inhibition of PhoP regulon, Salmonella typhi GFP reporter cells, confirmation, 4 h (AID 1850); Salmonella Typhi PhoP-promoter GFP reporter, fluorescence, 4 h; higher % means a stronger effect; inhibition, % at 50 µM, or IC50 in µM where a hit was titrated; 310,000 tested, 0.33% active; in the data active means a potency from the dose series; inconclusive means inhibition mostly from about 25% at the one dose, without a potency; inactive means the rest, 99 in 100 with inhibition below about 19%;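 further: 0% = induced wells with vehicle and 100% = uninduced wells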
M. tuberculosis: growth inhibition of non-replicating M. tuberculosis (AID 488890). Mycobacterium tuberculosis non-replicating, growth inhibition; higher % means a stronger effect. inhibition, % at 25 µM, or IC50 in µM where a hit was titrated. 320,000 tested, 0.39% active; in the data active means a potency from the dose series; inconclusive means inhibition mostly from about 82% at the one dose, without a potency; inactive means the rest, 99 in 100 with inhibition below about 76%;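 further: plate controls were DMSO cells for no effect and high antibiotic wells for full effect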
M. tuberculosis HTS: M. tuberculosis growth inhibition, HTS (AID 449762) | M. tuberculosis H37Rv growth inhibition, 7H9 media; higher % means a stronger effect | one-dose inhibition, % at 25 µM; IC50 in µM for titrated hits | 330,000 tested, 0.59% active; in the data active means a potency from the dose series; inconclusive means inhibition above about 70% without an active follow-up result;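 further: bacterial growth assessed after seven days of incubation; strong numbers were not always called active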
inhibitors of VEEV: inhibitors of VEEV TC-83 cytopathic effect, confirmation, Vero cells (AID 588727); Vero cells, VEEV TC-83 cytopathic effect inhibition; higher % means a stronger effect; inhibition, % at 20 µM; hits with a dose series show IC50 in µM; 350,000 tested, 0.13% active; in the data active means a potency from the dose series; inconclusive means inhibition mostly from about 14% at the one dose, without a potency; inactive means the rest, 99 in 100 with inhibition below about 12%; further: strong numbers were not always called active
influenza NS1A: NS1A inhibition, H1N1 influenza, cell based functional assay (AID 504329). NS1A functional cell-based assay, percent inhibition; higher % means a stronger effect. inhibition, % at 12.5 µM, or IC50 in µM where a hit was titrated. 340,000 tested, 0.3% active; in the data active means a potency from the dose series; inconclusive means inhibition above about 27% without an active follow-up result; further: strong numbers were not always called active
inhibitors of VEEV 10K pilot screen: recorded beside inhibitors of VEEV, whose call it bears; inhibition, %; measured here: 10K pilot screen inhibition
The depositor's hits bear a star; i = inactive; ? = inconclusive; . = no result given.

SMILES	Salmonella PhoP GFP	M. tuberculosis	M. tuberculosis HTS	inhibitors of VEEV	influenza NS1A	others
CC1(c2ccccc2)CC(c2ccccc2)=C(C#N)C(=O)N1 (stereo unspecified)	.	.	.	i	7%
Cc1ccc(NC(=O)CN2C(=O)NC(C)(c3ccc(Cl)cc3)C2=O)cc1 (stereo unspecified)	10%	20%	3%	3.2%	-2%
C=CCn1c(SCn2nnc3ccccc3c2=O)nnc1-c1ccc(Br)cc1	-13%	16%	-2%	2.4%	4%
Cc1ccc2nc(SCCC#N)nc(C)c2c1	0%	5%	-1%	0.7%	1%
COc1cc2c(cc1OC)C(C)N(C(=O)Cn1ncc3c1-c1cc(C)ccc1OC3)CC2 (stereo unspecified)	-11%	12%	1%	0.9%	9%
COc1cccc(C(=O)NCC(=O)N2CCC3(CC2)NCCc2[nH]cnc23)c1	11%	-11%	-5%	1.6%	3%
c1ccc(CN2CCN(CCN3CCn4c3nc3ccccc34)CC2)cc1	2%	-16%	2%	0.4%	2%
Cc1ccc(SCc2cc(=O)[nH]c(N3CCOCC3)n2)cc1	4%	11%	3%	3.8%	7%
COCC1CCCCN1Cc1cn[nH]c1-c1ccc(OC)cc1OC (stereo unspecified)	8%	15%	0%	i	4%
Cc1ccc(/C=N/N2CCN(Cc3ccccc3)CC2)s1	-2%	8%	5%	2.1%	7%
CCCCCn1c(SCCCC)nc2c1c(=O)[nH]c(=O)n2C	-6%	47%	1%	4.1%	-4%
COC(=O)[C@]1(CC(C)C)N[C@H](c2ccc(-c3cccc(Cl)c3)cc2)[C@@H]2C(=O)N(C)C(=O)[C@@H]21	-5%	2%	2%	i	8%	inhibitors of VEEV 10K pilot screen=0.0
O=C(Nc1cc2c(cc1Br)OCCO2)c1ccc(=O)[nH]c1	.	1%	10%	2.1%	-2%
O=C(Nc1ccccc1F)C(=O)Nc1cccc2ccccc12	1%	73%	4%	1.5%	18%
CCN(Cc1ccccc1)C(c1ccccn1)c1nnnn1C1CCCCC1 (stereo unspecified)	14%	4%	0%	6.0%	5%
CCOC(=O)c1c(NC(=O)CSc2nnc(CNc3ccc(Cl)cc3)o2)sc(C)c1C	-2%	41%	?	0.8%	-1%
Cc1ccc2c(c1)CCCN2C(=O)c1cc(C)c(C)s1	.	.	.	0.2%	6%
CC1CN(C(=O)Cn2cc(S(=O)(=O)CC(=O)N3CCOCC3)c3ccccc32)CC(C)O1 (stereo unspecified)	-7%	-6%	-4%	1.6%	-12%
CN(C)S(=O)(=O)Nc1ccc(Br)cc1F	-14%	7%	-3%	0.9%	2%
COc1cc2c(O)c3c(c(-c4ccc5c(c4)OCO5)c2cc1OC)C(=O)OC3	-16%	4%	-7%	8.8%	2%

Three structures already listed, ordered by length of the SMILES, high to low:
SMILES	Salmonella PhoP GFP	M. tuberculosis	M. tuberculosis HTS	inhibitors of VEEV	influenza NS1A	others
COC(=O)[C@]1(CC(C)C)N[C@H](c2ccc(-c3cccc(Cl)c3)cc2)[C@@H]2C(=O)N(C)C(=O)[C@@H]21	-5%	2%	2%	i	8%	inhibitors of VEEV 10K pilot screen=0.0
Cc1ccc(SCc2cc(=O)[nH]c(N3CCOCC3)n2)cc1	4%	11%	3%	3.8%	7%
CCCCCn1c(SCCCC)nc2c1c(=O)[nH]c(=O)n2C	-6%	47%	1%	4.1%	-4%

Next compounds follow.
SMILES	Salmonella PhoP GFP	M. tuberculosis	M. tuberculosis HTS	inhibitors of VEEV	influenza NS1A	others
O=C(c1ccc(S(=O)(=O)N2CCOCC2)cc1)N1CCN(c2ccccn2)CC1	3%	-4%	7%	0.8%	-7%
Cc1cnc(C(=O)Oc2ccc(-c3ccccc3)cc2)cn1	8%	?	68%	i	12%
O=C(N/N=C/c1c[nH]c2ccc(Br)cc12)c1ccncc1	-6%	36%	?	0.2%	-12%
O=C(C1CC(=O)N(c2ccc3c(c2)OCCO3)C1)N1CCN(c2ccccc2O)CC1 (stereo unspecified)	-7%	18%	-12%	12%	15%
CC1CC(C)(C)NC2(CCCC2)N1 (stereo unspecified)	.	.	.	i	-2%
CCOC(=O)Cn1ccc(NC(=O)c2ccc(F)cc2)n1	2%	0%	-7%	0.7%	-22%
O=C(CCCCCn1c(=S)[nH]c2cc3c(cc2c1=O)OCO3)N1CCN(c2ccc(F)cc2)CC1	11%	18%	3%	1.2%	-1%
COC(C[C@H]1O[C@@H]1C(=O)COCc1ccccc1)OC	-3%	19%	1%	.	.
Cc1ccc2c(c1)C(=O)C(=O)N2CC(=O)OC(C)C	5%	13%	0%	i	-16%
COc1ccc(OCC(=O)NC(=S)Nc2ccc3c4c(cccc24)CC3)cc1	-11%	-24%	5%	0.8%	-12%
COc1ccc(CNc2nc(-c3cccnc3)nn2C(=O)CC(C)C)cc1	6%	10%	-1%	0.5%	-16%
CC(C)CN(C(=O)COC(=O)c1ccc(Cl)nc1)c1c(N)n(Cc2ccccc2)c(=O)[nH]c1=O	4%	-12%	1%	i	-4%
COc1cc(C)c(C)cc1S(=O)(=O)n1c(C)nc2ccccc21	2%	-4%	1%	i	-3%
Cc1ccsc1C(=O)N/N=C/c1ccc2c(c1)OCO2	-5%	-1%	-1%	i	9%
O=C(NNC1=NCCCCC1)Nc1ccc(Cl)cc1	1%	1%	-7%	8.2%	-18%
CC1CCc2sc3nc(N4CCN(CCO)CC4)n4ncnc4c3c2C1 (stereo unspecified)	2%	70%	15%	5.7%	6%
CCC(C)NC(=O)CSc1nnc(-c2cc(-c3cccs3)nc3ccccc23)o1 (stereo unspecified)	3%	16%	-3%	?	6%
Cc1ccc(SCC(=O)Nc2nncs2)cc1	-4%	33%	-10%	i	.
CCOc1ccc(-n2c(SC(C)C(=O)OC)nc3c(c2=O)SCC3)cc1 (stereo unspecified)	-2%	13%	2%	0.8%	12%
CCc1nccn1S(=O)(=O)c1ccccc1[N+](=O)[O-]	2%	71%	-5%	i	-2%
C=CCn1c(SCc2csc(-c3ccc(Cl)cc3)n2)nnc1-c1ccccc1OC	-1%	46%	29%	2.6%	-2%
Cc1cc(C)c2nc(N3CCC(C(=O)NCCCN4CCCC4=O)CC3)sc2c1	0%	18%	2%	1.5%	-4%
CN=C1N(C)C[C@@H]2[C@@H]3C(=O)N(Cc4ccccc4)C(=O)[C@@H]3[C@](Cc3ccccc3)(C(=O)OC)N12	.	.	.	0.8%	0%
Cc1ccc(S(=O)(=O)n2nc(-c3ccc(Cl)cc3)nc2NCc2ccco2)cc1	4%	9%	10%	i	0%
Cc1cc(C(=O)Nc2nc3ccc(S(C)(=O)=O)cc3s2)c(C)o1	-9%	-14%	-12%	2.5%	5%
CC/C=C/C(=O)N1CC2(CC(c3cccc(NC(=O)CCCCC)c3)=NO2)C[C@H]1C(N)=O (stereo partly specified)	-2%	4%	-1%	1.0%	-3%
CCOC(=O)Nc1ccc(OC(=O)Oc2ccc(NC(=O)OCC)cc2)cc1	.	.	.	11%	9%
C=CCNC(=S)/N=c1/ccccn1CCC	-11%	20%	-5%	9.2%	0%
COC(=O)[C@]1(C)N[C@H](CN(C)C(=O)c2ccccc2)[C@@H]2C(=O)N(C)C(=O)[C@@H]21	.	8%	3%	0.4%	-12%
CCNc1nc(NC(C)C)nc(NS(=O)(=O)c2ccc(C)cc2)n1	-11%	24%	17%	0.6%	-3%
O=C1C=C(N(CCO)CCO)C2(CCCCC2)O1	-11%	0%	3%	2.2%	4%	inhibitors of VEEV 10K pilot screen=0.8
O=C(CN(C(=O)c1csnn1)c1ccccc1Cl)NC1CCCCC1	.	.	.	i	-5%
Cc1ccc(N2CC(C(=O)NCc3nnnn3-c3ccc(C)c(C)c3)CC2=O)cc1 (stereo unspecified)	-2%	12%	2%	i	0%
COc1ccc(CCN(C)CCN2C(=O)c3ccccc3C2=O)cc1OC	-2%	-7%	5%	0.6%	-5%
Cc1cc(NC(=O)CSCC(=O)NCc2cccc(C(F)(F)F)c2)no1	1%	32%	0%	4.3%	-5%
COc1ccc(NC(=O)C(c2ccc(C)cc2)N(C)C(=O)CNC(C)=O)cc1 (stereo unspecified)	16%	-4%	-3%	3.5%	-7%
CCCn1cnc2c(N)c(C)c(C)cc21	8%	8%	-11%	i	-29%
O=C1CC(c2ccc(S(=O)(=O)N3CCN(c4ccccc4)CC3)cc2)CN1 (stereo unspecified)	-1%	8%	8%	i	-7%
Cc1ccc(C(=O)NCCNC(=O)c2ccc(C)o2)o1	-1%	-7%	-6%	1.6%	-6%
Cc1ccc(NC(=O)Cn2nc(-c3ccco3)ccc2=O)cc1Cl	-3%	23%	2%	1.1%	-5%

19 neighbouring records out of the list so far, for reference:
SMILES	Salmonella PhoP GFP	M. tuberculosis	M. tuberculosis HTS	inhibitors of VEEV	influenza NS1A	others
COc1cccc(C(=O)NCC(=O)N2CCC3(CC2)NCCc2[nH]cnc23)c1	11%	-11%	-5%	1.6%	3%
c1ccc(CN2CCN(CCN3CCn4c3nc3ccccc34)CC2)cc1	2%	-16%	2%	0.4%	2%
Cc1ccc(SCc2cc(=O)[nH]c(N3CCOCC3)n2)cc1	4%	11%	3%	3.8%	7%
COCC1CCCCN1Cc1cn[nH]c1-c1ccc(OC)cc1OC (stereo unspecified)	8%	15%	0%	i	4%
Cc1ccc(/C=N/N2CCN(Cc3ccccc3)CC2)s1	-2%	8%	5%	2.1%	7%
CCCCCn1c(SCCCC)nc2c1c(=O)[nH]c(=O)n2C	-6%	47%	1%	4.1%	-4%
COC(=O)[C@]1(CC(C)C)N[C@H](c2ccc(-c3cccc(Cl)c3)cc2)[C@@H]2C(=O)N(C)C(=O)[C@@H]21	-5%	2%	2%	i	8%	inhibitors of VEEV 10K pilot screen=0.0
O=C(Nc1cc2c(cc1Br)OCCO2)c1ccc(=O)[nH]c1	.	1%	10%	2.1%	-2%
O=C(Nc1ccccc1F)C(=O)Nc1cccc2ccccc12	1%	73%	4%	1.5%	18%
CCN(Cc1ccccc1)C(c1ccccn1)c1nnnn1C1CCCCC1 (stereo unspecified)	14%	4%	0%	6.0%	5%
CCOC(=O)c1c(NC(=O)CSc2nnc(CNc3ccc(Cl)cc3)o2)sc(C)c1C	-2%	41%	?	0.8%	-1%
Cc1ccc2c(c1)CCCN2C(=O)c1cc(C)c(C)s1	.	.	.	0.2%	6%
CC1CN(C(=O)Cn2cc(S(=O)(=O)CC(=O)N3CCOCC3)c3ccccc32)CC(C)O1 (stereo unspecified)	-7%	-6%	-4%	1.6%	-12%
CN(C)S(=O)(=O)Nc1ccc(Br)cc1F	-14%	7%	-3%	0.9%	2%
COc1cc2c(O)c3c(c(-c4ccc5c(c4)OCO5)c2cc1OC)C(=O)OC3	-16%	4%	-7%	8.8%	2%
O=C(c1ccc(S(=O)(=O)N2CCOCC2)cc1)N1CCN(c2ccccn2)CC1	3%	-4%	7%	0.8%	-7%
Cc1cnc(C(=O)Oc2ccc(-c3ccccc3)cc2)cn1	8%	?	68%	i	12%
O=C(N/N=C/c1c[nH]c2ccc(Br)cc12)c1ccncc1	-6%	36%	?	0.2%	-12%
O=C(C1CC(=O)N(c2ccc3c(c2)OCCO3)C1)N1CCN(c2ccccc2O)CC1 (stereo unspecified)	-7%	18%	-12%	12%	15%

More entries follow:
SMILES	Salmonella PhoP GFP	M. tuberculosis	M. tuberculosis HTS	inhibitors of VEEV	influenza NS1A	others
CCC(=O)N1CCc2cc(Br)cc(S(=O)(=O)NC3CCN(Cc4ccccc4)CC3)c21	6%	1%	-1%	1.4%	2%
Cn1c(N)c(C(=O)COC(=O)CC(NC(N)=O)c2ccc(Cl)cc2)c(=O)n(C)c1=O (stereo unspecified)	.	.	.	0.5%	-10%
COc1ccc(-c2csc(N(CCCN(C)C)C(=O)c3ccc(Br)cc3)n2)cc1	2%	77%	13%	0.2%	11%
Nc1nc2n[nH]nc2c(=O)[nH]1	-6%	1%	-3%	1.8%	-13%
COCCNc1oc(-c2cccs2)nc1S(=O)(=O)c1ccc(C)cc1	13%	21%	3%	0.2%	3%
CC(=O)Nc1cccc(C(=O)OCC(=O)NC(=O)c2ccccc2)c1	2%	7%	4%	2.6%	-15%
C[C@@H]1COC(=O)[C@@H](CC(=O)OC(C)(C)C)C/C=C\C[C@@H](CC(=O)NCCO)C(=O)N1	.	-8%	-3%	i	-19%
Cc1ccccc1C(=O)NC1CCN(CC(=O)Nc2ccc3c(c2)OCO3)CC1	10%	-12%	-1%	0.9%	-5%
